IDE cell activ – human IDE activators in live cells, primary screen, fluorescence polarization, HEK cells, FAbeta-B substrate. AID 493087, 2011. FAbeta-B cleavage; 0% vehicle, 100% cell-free pure enzyme wells. activation, % at 5.96 µM. Insulin-degrading enzyme (Homo sapiens), P14735. hit rate 0.073% among 340,000;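 active means activation above the mean of all tested compounds plus 3 SD, set per screening campaign, cut at about 17% in these data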
Target sequence (P14735 whole entry, looked up): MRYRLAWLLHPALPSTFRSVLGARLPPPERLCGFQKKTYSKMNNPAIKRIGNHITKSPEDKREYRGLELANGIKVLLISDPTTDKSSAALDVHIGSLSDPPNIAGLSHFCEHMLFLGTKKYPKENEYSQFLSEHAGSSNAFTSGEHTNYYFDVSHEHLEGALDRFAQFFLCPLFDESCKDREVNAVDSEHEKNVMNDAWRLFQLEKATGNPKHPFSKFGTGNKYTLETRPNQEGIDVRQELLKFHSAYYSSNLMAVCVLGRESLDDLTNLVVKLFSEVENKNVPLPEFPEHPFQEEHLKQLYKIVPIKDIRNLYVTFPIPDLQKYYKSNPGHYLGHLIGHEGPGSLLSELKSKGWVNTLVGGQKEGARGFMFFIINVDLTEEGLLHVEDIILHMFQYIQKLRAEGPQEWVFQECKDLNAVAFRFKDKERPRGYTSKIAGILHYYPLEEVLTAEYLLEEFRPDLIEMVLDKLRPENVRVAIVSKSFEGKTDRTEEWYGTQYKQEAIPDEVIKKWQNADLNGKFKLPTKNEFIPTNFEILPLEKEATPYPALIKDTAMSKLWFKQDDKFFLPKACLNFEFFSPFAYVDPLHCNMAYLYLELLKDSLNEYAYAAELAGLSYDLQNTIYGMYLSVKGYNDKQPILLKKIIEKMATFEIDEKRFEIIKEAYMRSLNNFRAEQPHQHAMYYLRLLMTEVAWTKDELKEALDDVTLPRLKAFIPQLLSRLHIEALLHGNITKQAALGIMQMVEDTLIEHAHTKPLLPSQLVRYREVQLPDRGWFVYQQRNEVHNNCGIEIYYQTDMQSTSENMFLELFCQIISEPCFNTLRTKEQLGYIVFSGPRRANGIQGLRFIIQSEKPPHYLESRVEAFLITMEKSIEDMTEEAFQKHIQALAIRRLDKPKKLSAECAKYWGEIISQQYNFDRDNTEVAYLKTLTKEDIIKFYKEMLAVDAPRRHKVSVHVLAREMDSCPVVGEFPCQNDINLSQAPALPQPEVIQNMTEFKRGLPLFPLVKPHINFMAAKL
MEKK3 PB1 HTS – modulators of MEKK3-MEK5 PB1 binding, primary screen, biochemical, wildtype MEKK3, multiplex bead flow cytometry, Alexa488-MEK5; binding response (% of control), % at 10 µM; AID 1529, 2009; hit rate 1.4% among 290,000; bead-based flow cytometry, Alexa488-MEK5 binding to MEKK3; actives lie on both sides; 0 = blocked by unlabeled MEK5, 100 = vehicle; Mitogen-activated protein kinase kinase kinase 3 (Homo sapiens), Q99759;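 active means binding response more than 3 SD above or below the average of its plate-row segment, actives on both sides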;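 further: Alexa488 bead fluorescence after subtracting the streptavidin-only scavenger bead signal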
Starred values were filed as active, the others as inactive; · = not tested or not shown; [ ] = dose if it differs, or a comment. These rows are one share of the data, so the mix of outcomes need not match the whole.

Screens in order: IDE cell activ, MEKK3 PB1 HTS
CC(c1ccc2c(c1)OCO2)n1c(=S)[nH]c2ccccc2c1=O (configuration not stated)
  -4, ·
O=C(COC(=O)Cc1ccccc1)NCc1ccc2c(c1)OCO2
  3, ·
C[C@H](CO)N1C[C@H](C)[C@H](CN(C)Cc2ccc(-c3ccccc3)cc2)Oc2ccc(NS(=O)(=O)c3ccccc3)cc2CC1=O
  6, ·
CC[C@@H]1Cc2cc(O)ccc2C2=C1c1ccc(O)cc1C[C@H]2CC
  -3, ·
CSCCC(NC(=O)c1ccccc1Cl)C(=O)NCc1ccncc1 (configuration not stated)
  0, ·
Cc1ccc(C)c(N2CCN(C(=O)CCc3nc(-c4ccccc4Cl)no3)CC2)c1
  2, ·
COc1cccc(CC(=O)OCC(=O)Nc2nnc(-c3ccccc3)o2)c1
  1, ·
O=C1NC(=NCc2ccccc2)NC1(c1ccccc1)c1ccccc1
  1, ·
Cc1ccc(S(=O)(=O)N2CCCCC2CCNC(=O)C(=O)Nc2ccccc2F)cc1 (configuration not stated)
  1, ·
COc1cc(C#Cc2c(-c3cncn3C)n(C)c3ccc(-c4ccc5[nH]ccc5c4)cc23)cc(OC)c1
  1, ·
O=S(=O)(NCc1nnc2ccccn12)c1ccc(F)cc1
  1, ·
O=C(Nc1ncccc1O)c1ccc(C(=O)c2ccccc2)cc1
  3, ·
COCCn1c(SCC(=O)NC2CC2)nnc1-c1ccc(Cl)cc1
  -2, ·
CCn1c(SCc2c(Cl)cccc2Cl)nc2nc3c(cc2c1=O)CCCC3
  0, ·
CCN(C(=O)COC(=O)c1cnccn1)c1cccc2ccccc12
  -3, ·
CC(=O)c1ccc(NC(=O)C(C)OC(=O)c2ccc(Br)o2)cc1 (configuration not stated)
  2, ·
CCC(=O)Nc1c(C#N)c2nc3ccccc3nc2n1-c1ccc(C)cc1
  6, ·
Cc1ccc(C)c(SCC(=O)Nc2oc(C)c3c(C)n[nH]c(=O)c23)c1
  4, ·
COc1ccc(NC(=O)CC2C(=O)Nc3ccccc3N2CC(=O)N2CCCC2)cc1 (configuration not stated)
  5, ·
O=C(Cn1cc([N+](=O)[O-])ccc1=O)Nc1ccc2c(c1)OCO2
  4, ·
CC(C)CNC(=O)C1Nc2ccc(C(F)(F)F)cc2C2C=CCC12 (configuration not stated)
  0, 100
COC(C/C=C\C(=O)[C@H](C)OCc1ccccc1)OC
  -3, 100
O=C1Nc2cc(Cl)ccc2Nc2cscc21
  0, 98
CC1(C)c2[nH]c3ccccc3c2C[C@H]2C(=O)N(Cc3cccc(F)c3)C(=O)N21
  0, 100
COc1ccc(Cl)cc1Nc1nc(NCCO)nc(N2CCCCC2)n1
  3, 105
CC(=O)C[C@H]1c2cc(C(F)(F)F)ccc2S(=O)(=O)N1c1ccccc1
  3, 90
CC1(C)CC(=O)C=C(c2ccc3c(c2)OCO3)C1
  2, 105
COc1c(Cl)cc(C(=O)O)cc1Cl
  7, 106
CCOC(=O)C1=C(C)N(C)C(=O)NC1c1cccc([N+](=O)[O-])c1 (configuration not stated)
  4, 109
CCC1(CC)C(=O)Nc2ccccc21
  0, 101

(next part)
Screens in order: IDE cell activ, MEKK3 PB1 HTS
O=[N+]([O-])c1cc(-c2csc(NCCc3nc4cc(C(F)(F)F)ccc4n3CCCO)n2)ccc1Cl
  1, 104
CC(=O)O[C@H]1C(=O)[C@]2(C)[C@H]([C@H](OC(=O)c3ccccc3)[C@]3(O)C[C@H](OC(=O)[C@H](O)[C@@H](NC(=O)c4ccccc4)c4ccccc4)C(C)=C1C3(C)C)[C@]1(OC(C)=O)CO[C@@H]1C[C@@H]2O
  9, 99
CC(C)CCNC(=O)C1CC2Cn3c(nc4cc(Cl)c(Cl)cc43)C2N1C (configuration not stated)
  5, 103
O=C(O)C1=C[C@H](c2ccc3c(c2)OCO3)C[C@H](OCCCCO)O1
  4, 92
O=c1[nH]c2ccccc2cc1-c1nnn(-c2ccc(Cl)c(Cl)c2)n1
  4, 102
CC(C)n1nc(Cc2cccc3ccccc23)c(C#N)c1N
  0, 107
CCCCN1CC[C@H]2C=CC[C@@H](C(=O)NCc3ccc(OC)cc3)[C@H]2C1=O
  0, 98
Nc1ccc(C#Cc2c(-c3ccsc3)oc3ccc(N4CCOCC4)cc23)cc1
  1, 101
CCCNC(=O)C1CC(c2ccccc2[N+](=O)[O-])=NO1 (configuration not stated)
  1, 104
C=C1CCN([C@@H](CC(C)C)C(=O)N2CCCC2)S(=O)(=O)c2ccccc21
  -1, 107
CC(C)(C)NC(=O)[C@@H]1CN(Cc2cccnc2)CCN1C[C@@H](O)C[C@@H](Cc1ccccc1)C(=O)N[C@H]1c2ccccc2C[C@H]1O
  9, 101
COc1c2c(cc3oc(=O)c4c5ccc(O)cc5oc4c13)OC(C)(C)CC2
  1, 102
CC[C@@H]1CN(C)[C@H]2Cc3c([nH]c4ccccc34)C(=O)C[C@@H]1[C@@H]2C(=O)OC
  3, 103
Cc1csc(NC(CO)c2nc3ccccc3n2CCOCCO)n1 (configuration not stated)
  1, 101
O=C1CC2(CCCC2)Oc2ccc(Cl)cc21
  4, 105
Cc1cc(O)c2c(c1)C(=O)c1cc(O)cc(O)c1C2=O
  -4, 105
C#CCNC(=O)C1=C[C@@H](c2ccc(C(F)(F)F)cc2)C[C@@H](OCc2ccc(CO)cc2)O1
  -4, 104
CCc1nnc(SCc2cccc(F)c2)nc1CC
  -8, 101
COc1ccc(NC(=O)CCCCC#Cc2ccccc2)cc1
  -6, 96
COc1ccc(-c2oc3ccc(N4CCOCC4)cc3c2C#Cc2ccc(N)cc2)cc1
  0, 98
CN1[C@@H]2CC[C@H]1CC(OC(=O)c1c[nH]c3ccccc13)C2 (some centres not stated)
  5, 106
c1ccc(-c2cnc(-c3ccccc3)nn2)cc1
  5, 100
CC12C=CC(=O)C=C1CCC1C2C(=O)C[C@@]2(C)C1CCC2(O)C(=O)CO (some centres not stated)
  2, 109
COc1cccc(-c2nc(-c3ccc(C(=O)O)cc3)no2)c1
  5, 109
O=C1N[C@@H](Cc2cn(S(=O)(=O)c3ccccc3)c3ccccc23)C(=O)N[C@H]1Cc1ccccc1
  6, 101
Clc1cc(Cl)cc(C2=NC(Cc3ccccc3)CO2)c1 (configuration not stated)
  3, 102
C#CCNC(=O)C1=C[C@@H](C)[C@H](CCCO)[C@@H](OCC)O1
  1, 99
CC(C)NC(=O)c1onc(CSc2ccncc2)c1C(=O)NC(C)C
  4, 107
COc1ccccc1N1CCN(CCCNc2c(C)c(=O)n(C)c(=O)n2C)CC1
  0, 108
Cc1cnc(C(=O)Nc2cccc(-c3nnc4n3CCCCC4)c2)cn1
  0, 101

Next section:
Screens in order: IDE cell activ, MEKK3 PB1 HTS
Cc1cc(-c2ccc3c(c2)COc2c4ccccc4nn2-3)on1
  5, 98
CC(C)=CCc1c(O)ccc(C2COc3c(CC=C(C)C)c(O)cc(O)c3C2=O)c1O (configuration not stated)
  3, 102
O=C([C@@H]1CC=C[C@@H]2CCN(C3CC3)C(=O)[C@@H]21)N1CCN(c2ccccc2)CC1
  2, 80*[inhibitor]
CCCC[C@H]1C2=C3[C@@H](CC(C(=O)OC)=C[C@@H](C(=O)OC)[C@H]3C(C)(C)C2=O)n2c(=O)n(-c3ccccc3)c(=O)n21
  2, 109
Cc1csc(NC(C)c2nc3cc(C(F)(F)F)ccc3n2CCOCCO)n1 (configuration not stated)
  6, 90
CC(C)(C)Oc1ccccc1Nc1nc(NCCO)nc(N2CCCC2)n1
  -2, 102
COC(=O)C1N2C(=O)[C@@H](NC(=O)COc3ccccc3)[C@H]2SC1(C)C (some centres not stated)
  5, 101
O=C(NCc1ccc(C(F)(F)F)cc1)c1ccc2c(c1)S(=O)(=O)c1ccccc1C2=O
  6, 103
CCOC(=O)CN1C(=O)N[C@@H](c2ccccc2)[C@@H](C(=O)OC)[C@H]1C
  1, 98
OCC[C@H]1C[C@H](O)[C@@H](O)[C@@]2(CCCO2)O1
  4, 103
COC(=O)C1=C(CCc2ccccc2)NC(=O)NC1c1ccc([N+](=O)[O-])cc1 (configuration not stated)
  6, 106
COCCN1C(=O)N[C@@H](c2cccc(C(F)(F)F)c2)C(C(=O)OC)=C1C
  -3, 104
COc1ccc(C#Cc2c(-c3ccsc3)oc3ccc(-c4cc(OC)c(OC)c(OC)c4)cc23)cc1
  -2, 98
Nc1ccc(CCNc2ncnc3c2ncn3[C@@H]2O[C@H](CO)[C@@H](O)[C@H]2O)cc1
  4, 110
CC(C)C[C@H]1COCCS(=O)(=O)N1Cc1ccccc1F
  0, 98
O=C1N[C@@H](Cc2ccccc2)C(=O)N2[C@H]1C[C@]1(Br)c3ccccc3N(S(=O)(=O)c3ccc(F)cc3)[C@H]21
  3, 107
COc1ccc2[nH]c(=O)c(-c3nnn(-c4ccc(F)cc4)n3)cc2c1
  -3, 102
O=C(O)C[C@H]1c2cc(C(F)(F)F)ccc2S(=O)(=O)N1C1CCCC1
  7, 99
C=CCOC(=O)C1=C[C@H](c2ccc(Br)cc2)C[C@H](OCc2ccc(CO)cc2)O1
  2, 81
CCO[C@@H]1OC(C(=O)NC2CC2)=C[C@H](c2coc3ccccc3c2=O)[C@H]1CCCO
  6, 105
CN(C)CCCN1c2ccc([N+](=O)[O-])cc2CCc2cc([N+](=O)[O-])ccc21
  2, 111
O=C(c1cccc(C(F)(F)F)c1)N1CCC(=O)N(C(CO)Cc2ccccc2)CC1 (configuration not stated)
  2, 98
CCOC(=O)[C@@H]1[C@H]2COc3ccccc3[C@@H]2N2C(=O)N(c3ccc(C(F)(F)F)cc3)C(=O)[C@]12C
  1, 98
Cc1ccc(Cn2c(C3CCCN3c3nc(C)cs3)nc3cc(C(=O)NCCCO)ccc32)cc1 (configuration not stated)
  2, 99
Nc1ccc(CNC(=O)OCC2c3ccccc3-c3ccccc32)cc1
  3, 107
CCCCCCCCN1[C@@H](CC(=O)OC)c2cc(F)ccc2S1(=O)=O
  3, 84
C=CCNC(=O)c1ccc2c(c1)S(=O)(=O)c1ccccc1C2=O
  3, 99
O=C1c2ccccc2S(=O)(=O)c2cc(C(=O)N3CCC(O)CC3)ccc21
  -3, 108
COc1cc(-c2cc[n+](C)cc2)ccc1O
  1, 111
COC(=O)[C@H](Cc1ccccc1)NC(=O)[C@@H](N)CC(=O)O
  5, 112

Further results follow.
Screens in order: IDE cell activ, MEKK3 PB1 HTS
COc1ccc(CN2[C@@H](CC(C)=O)c3ccc(/C=C/C(C)=O)cc3S2(=O)=O)cc1
  0, 99
CCCCC1=CC2=CC(=O)C(C)(OC(=O)CC)C(=O)C2=CN1c1cccc(C#N)c1 (configuration not stated)
  -5, 102
C[C@H]1CC[C@]2(O[C@@H](CCO)C[C@H](O)[C@H]2O)O1
  2, 103
OC(Cn1cncn1)(Cn1cncn1)c1ccc(F)cc1F
  6, 106
CN1CCN(C(=O)C2=C[C@H](c3ccc4c(c3)OCO4)C[C@H](OCCCCO)O2)CC1
  3, 102
CCO[C@@H]1OC(C(=O)O)=C[C@H](c2ccccc2)[C@H]1CCCO
  3, 101
C=C1CCN([C@@H](Cc2ccccc2)C(=O)NCc2ccc(Cl)c(Cl)c2)S(=O)(=O)c2ccccc21
  6, 84
CCOC(=O)CN1C(=O)N[C@@H](CCc2ccccc2)[C@H](C(=O)OC)[C@H]1C
  3, 103
CC1=C(C(=O)OCc2ccccc2)C(c2ccccc2OS(=O)(=O)c2ccc([N+](=O)[O-])cc2)NC(=O)N1CCCC(=O)O (configuration not stated)
  4, 104
Cn1c(=O)c(N=O)c(N)n(Cc2ccccc2)c1=S
  2, 107
CCC/C=C1/CCCOC(C(=O)NCc2ccccc2)(C(F)(F)F)C1 (configuration not stated)
  5, 98
O=C(O)c1ccccc1N=Nc1ccc(O)cc1
  20*, 105
CCCCN(CCCC)CCCNC(=O)C1CC(c2cc(C(F)(F)F)cc(C(F)(F)F)c2)=NO1 (configuration not stated)
  3, 101
Cc1ccc(CNC(=O)c2ccc3c(c2)S(=O)(=O)c2ccccc2C3=O)o1
  -3, 102
O=C(NCc1nc2ccccc2[nH]1)C1=C[C@@H](c2ccc(C(F)(F)F)cc2)C[C@@H](OCc2ccc(CO)cc2)O1
  -4, 109
CC1(c2nnc(-c3cccc(Cl)c3)o2)CC(c2ccccc2)=NO1 (configuration not stated)
  2, 98
COc1ccc(-c2ccc3oc(-c4ccc(OC)cc4)c(-c4ccc(OC)cc4)c3c2)cc1
  3, 107
CCCCc1nc(Cl)c(CO)n1Cc1ccc(-c2ccccc2-c2nnn[nH]2)cc1
  5, 105
COC(=O)C1=C(C)N(CCCC(=O)O)C(=O)NC1c1ccc(C#N)cc1 (configuration not stated)
  2, 106

Three structures already listed, sorted by count of non-hydrogen atoms, low to high:
Screens in order: IDE cell activ, MEKK3 PB1 HTS
COc1cccc(-c2nc(-c3ccc(C(=O)O)cc3)no2)c1
  5, 109
Cc1cc(-c2ccc3c(c2)COc2c4ccccc4nn2-3)on1
  5, 98
CC1=C(C(=O)OCc2ccccc2)C(c2ccccc2OS(=O)(=O)c2ccc([N+](=O)[O-])cc2)NC(=O)N1CCCC(=O)O (configuration not stated)
  4, 104

One compound at a time, from the list above.
CCCCN(CCCC)CCCNC(=O)C1CC(c2cc(C(F)(F)F)cc(C(F)(F)F)c2)=NO1 (configuration not stated) in the list: IDE cell activ: 3; MEKK3 PB1 HTS: 101
CC1=C(C(=O)OCc2ccccc2)C(c2ccccc2OS(=O)(=O)c2ccc([N+](=O)[O-])cc2)NC(=O)N1CCCC(=O)O (configuration not stated) in the list: IDE cell activ: 4; MEKK3 PB1 HTS: 104
OC(Cn1cncn1)(Cn1cncn1)c1ccc(F)cc1F in the list: IDE cell activ: 6; MEKK3 PB1 HTS: 106
